Screening results from PubChem BioAssay.
Platelet DG rel = modulates dense granule release in human platelets; inhibition, %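 (compounds screened at 7.5 µM in platelet-rich plasma)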; human platelet-rich plasma, SFLLRN dense granule ATP release, luminescence; actives 0.22% (n = 300,000); AID 1663;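 active = mean replicate score, as percent of positive control, at or above 50; inconclusive = mean below 50 but at least one replicate at or above 50; inactive = mean and every replicate below 50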
HSF-1 act = increases HSF-1 driven luciferase reporter signal | activation, % at 9 µM | NIH3T3-HGL HSF-1 luciferase reporter, MG132, 8 h; 100% = twice DMSO control signal | AID 504408 | actives 1.7% (n = 300,000);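 active = mean replicate activation of at least 50% with a set share of replicates each reaching 50%; inconclusive = only one of those two conditions met; inactive = mean below 50% and too few replicates reaching it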;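 also: 0% = median of the neutral control wells and 100% = twice that signal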
HSP90 refold inh = HSP90 refolding inhibition in rabbit reticulocyte lysate; luciferase refolding luminescence, 3 h; AID 1789; actives 0.91% (n = 290,000); inhibition, % at 5.6 µM;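 active = inhibition above the screen-wide mean plus 3 SD, computed separately per campaign, cut at about 16% in these data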;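 also: 0% = DMSO wells and 100% = 60 µM geldanamycin wells; inhibitors lower the luminescence because luciferase stays unfolded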
GSK3beta inhib = human GSK3beta kinase inhibition. actives 0.038% (n = 300,000). AID 2097. GST-GSK3beta kinase, ADP-Glo luminescence, 60 min; hits give low values. activity score (negative = inhibition), % at 10 µM;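 active = more than half of replicate wells score below -50%, meaning over 50% inhibition versus plate controls; inconclusive = some replicates but at most half score below -50%; inactive = no replicate scores below -50%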;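 also: 0% = median DMSO wells and -100% = median GW8510 positive control wells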
Target sequence (P49841 whole entry, looked up): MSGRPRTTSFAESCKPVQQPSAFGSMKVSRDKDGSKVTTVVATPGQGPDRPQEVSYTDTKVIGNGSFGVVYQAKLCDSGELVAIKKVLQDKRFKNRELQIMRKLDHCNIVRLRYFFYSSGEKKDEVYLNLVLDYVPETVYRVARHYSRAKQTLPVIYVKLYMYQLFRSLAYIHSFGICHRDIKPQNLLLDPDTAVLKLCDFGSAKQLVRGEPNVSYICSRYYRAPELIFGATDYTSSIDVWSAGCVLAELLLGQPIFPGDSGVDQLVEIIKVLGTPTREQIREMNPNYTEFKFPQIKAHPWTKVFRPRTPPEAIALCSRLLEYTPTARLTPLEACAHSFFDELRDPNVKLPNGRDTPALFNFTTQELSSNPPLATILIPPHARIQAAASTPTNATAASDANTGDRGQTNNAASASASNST
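Assay system: GST-fused GSK3beta enzyme, cell-free / Medium: Tris pH 7.5 buffer with MgCl2, DTT, BSA, heparin / Also added: peptide substrate plus 25 µM ATP (final) / Compound: 10 µM single point / Timing: kinase reaction with compound 60 min at room temperature / Detection: ADP-Glo luminescence / Benchmarks: DMSO neutral wells and GW8510 at 20 µM as positive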
DYRK1A inh = blocks rat Dyrk1A kinase activity. actives 0.43% (n = 310,000). inhibition, % at 12.5 µM. ADP-Glo luminescence, NFATc1 peptide. Q63470; in the data active = inhibition above about 50%;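 also: plate controls were vehicle with enzyme for no effect and no enzyme for full effect; many of its hits are not listed in these tables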
AI-2 QS modul = modulates the Vibrio harveyi AI-2 quorum sensing system | Vibrio harveyi JMH597 AI-2 luminescence/OD600 ratio, 9 h; hits give low values; strain lacks LuxN and CqsS sensors; 0 = neutral-control median | activity change, % at 7.5 µM | actives 0.4% (n = 300,000) | AID 2094; in the data active = activity change below about -75%, passing the limit was not always enough; inconclusive = no clear call, values can overlap the other calls;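 also: luminescence divided by OD600 gain over 9 h not by final OD600 alone; inactives centre near 13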
HDAC3 inhib = blocks human histone deacetylase 3; AID 2718; O15379; actives 0.15% (n = 320,000); inhibition, % at 8.3 µM; recombinant HDAC3, fluorogenic peptide/trypsin coupled, fluorescence; in the data active = inhibition above about 26%, passing the limit was not always enough; inconclusive = no clear call, values can overlap the other calls
Target sequence (O15379 whole entry, looked up): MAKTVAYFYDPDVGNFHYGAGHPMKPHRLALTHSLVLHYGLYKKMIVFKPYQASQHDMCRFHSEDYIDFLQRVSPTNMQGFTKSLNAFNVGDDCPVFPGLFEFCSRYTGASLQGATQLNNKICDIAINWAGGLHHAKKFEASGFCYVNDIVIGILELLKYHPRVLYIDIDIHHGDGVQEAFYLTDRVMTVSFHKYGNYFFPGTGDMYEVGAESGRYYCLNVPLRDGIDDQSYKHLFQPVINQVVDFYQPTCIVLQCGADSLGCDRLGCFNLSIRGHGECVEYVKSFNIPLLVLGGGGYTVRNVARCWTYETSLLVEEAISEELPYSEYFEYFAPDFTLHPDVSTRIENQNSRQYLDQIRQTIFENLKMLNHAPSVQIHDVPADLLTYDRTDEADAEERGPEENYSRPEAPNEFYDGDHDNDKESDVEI
HSF1 inhib = HSF1 inhibition; AID 2098; NIH3T3-HGL HSE-luciferase, MG132-induced, luminescence 8 h; hits give low values; activity change, negative = inhibition, % at 7.5 µM (by protocol); actives 0.77% (n = 300,000);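 active = more than half of replicate wells show activity change below -50%, luminescence cut by over half; inconclusive = some wells, but at most half, below -50%; inactive = no replicate well below -50%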;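 also: luciferase reports HSF-1 transcriptional activity via heat shock element; 0% = median of DMSO wells and -100% = zero luminescence signal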
GSK3 alpha inh = inhibitors of human GSK-3 alpha kinase; AID 2650; inhibition, % at 10 µM; ADP-Glo luminescence, 60 min; actives 0.1% (n = 320,000); P49840;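 in the data active = inhibition above about 50%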;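 also: GST-tagged GSK-3 alpha with peptide substrate and 25 µM ATP; 0% = DMSO neutral wells and 100% = GW8510 positive control wells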
PolyA inhibitor = blocks polyadenylation in yeast reporter cells; S. cerevisiae SKY197-pL101 polyadenylation reporter, beta-gal luminescence; efflux-impaired pdr1/pdr3 knockout yeast; score 100 = 6 SD above DMSO; calls only at 12 µM; actives 0.02% (n = 300,000);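 active = lowest replicate activity score at least 50, where 100 means six control SD above control mean; inconclusive = lowest score under 50 but half or more replicates reach 50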;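 also: yeast exposed to compound for 9 h at 30 °C; higher score means more reporter readthrough which indicates perturbed polyadenylation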
* marks the source's active call; other numbers are inactive results; i = inactive; u = inconclusive; x = no result given.

Below each compound: Platelet DG rel	HSF-1 act	HSP90 refold inh	GSK3beta inhib	DYRK1A inh	AI-2 QS modul	HDAC3 inhib	HSF1 inhib	GSK3 alpha inh	PolyA inhibitor
- CCc1nnc(NC(=O)CCC(=O)N2CCN(c3cc(C)ccc3C)CC2)s1
  -12	2	-1	1	-3	16	-5	-5	-1	i
- CCCCCN(C(=O)CCC(=O)OCC(=O)Nc1cccc(CC)c1)c1c(N)n(CCCC)c(=O)[nH]c1=O
  6	10	x	3	12	12	-3	0	-1	i
- COc1ccc(-c2nn(-c3ccccc3)cc2/C=N/Nc2ccc3ccccc3n2)cc1OC
  4	2	5	-2	-6	8	-1	6	3	i
- COC(=O)c1ccccc1S(=O)(=O)C(C)(C)C
  -2	-13	2	3	2	30	2	2	-1	i
- CCn1nnnc1SCC(=O)c1ccc(NC(C)=O)cc1
  -1	-15	-1	-1	3	29	4	-7	-1	i
- Cc1ccc(NC(=O)C(=O)NCc2ccccn2)cc1
  5	21	-7	-7	-2	4	-3	13	-1	i
- C=CCN(c1ccccc1C(=O)NCC(=O)O)S(=O)(=O)c1ccccc1C
  8	-13	2	2	-5	25	0	-7	0	i
- O=C(CSc1nc2ccccc2o1)N1CCCC1
  0	24	5	0	2	13	-8	-4	9	i
- O=C(c1ccccc1Br)N(Cc1ccccc1)c1ccccc1
  -1	-4	0	4	2	12	1	-5	-1	i
- CN(C(=O)C1CCCC1)C1CCS(=O)(=O)C1 (stereo not given)
  0	-4	x	-2	4	7	-3	-4	-3	i
- CCOc1ccc(NC(=S)NC(=O)c2ccco2)cc1
  -10	52*	-1	0	-5	0	2	26	1	i
- CCn1nc(C(=O)N2CCN(Cc3ccc4c(c3)OCO4)CC2)c2ccccc2c1=O
  5	3	2	2	-2	9	4	-4	1	i
- C=CCc1cccc(CNc2ccc(S(=O)(=O)Nc3nccnc3OC)cc2)c1O
  -4	11	0	-4	-3	14	1	-3	-2	i
- COc1ccccc1C(=O)Nc1ccnn1C1CCN(C(=O)C(C)(C)C)CC1
  -2	6	-5	-1	-4	5	-15	5	-1	i
- CC(=O)Nc1ccc(-n2nnnc2SCC(=O)NCc2cccs2)cc1
  0	-3	-3	0	5	27	1	2	0	i
- COc1ccc(NC(=O)CSc2nnc(-c3cccnc3)s2)cc1
  -9	-17	2	-1	-6	34	4	-4	0	i
- CC(=O)N1CCC(O)(c2ccc3c(c2)OCO3)CC1
  9	-3	2	4	-5	11	3	-7	0	i
- CC(=O)OC1c2c(ccc3ccc(=O)oc23)OC(C)(C)C1OC(=O)CC(C)C (stereo not given)
  x	x	-3	x	4	20	2	x	6	x
- CC(C)N1CCN(C(=O)C2CCC(=O)N(CCc3cccc(F)c3)C2)CC1 (stereo not given)
  -4	-4	3	2	-7	13	x	-3	x	i
- COc1ccccc1CNC(=O)c1ccc(NC2=NC3CS(=O)(=O)CC3S2)cc1 (stereo not given)
  -1	3	-1	1	2	0	0	1	-1	i
- CCCCN(C(=O)c1ccc([N+](=O)[O-])o1)c1c(N)n(CCCC)c(=O)[nH]c1=O
  18	5	x	0	-5	11	x	3	x	x
- Cc1ccc(S(=O)(=O)c2nc(S(=O)(=O)c3ccc(C)cc3)c(NCc3ccco3)s2)cc1
  1	18	-1	1	-3	13	2	6	1	i
- COC(=O)C1=NNC(C(=O)c2ccco2)C1c1ccc(OC)cc1 (stereo not given)
  1	36	-3	6	-5	6	4	3	-4	i
- COCC(=O)Nc1sc2c(c1C(=O)OC)CCCC2
  -7	-2	5	0	7	12	-2	-8	1	i
- COc1cc2c(cc1NC(=O)CCCN1C(=O)CCC1=O)oc1ccccc12
  -5	-2	-3	1	2	23	0	4	1	i
- CCCCn1c(N)c(S(=O)(=O)c2ccc(C)cc2)c2nc3ccccc3nc21
  1	47	3	4	3	4	-16	27	0	i
- N#Cc1ccc(CSc2nc(N)cc(=O)[nH]2)cc1
  -1	2	2	3	5	9	2	11	0	i
- Cc1ccc(-n2sc3ccccc3c2=O)cc1S(=O)(=O)N1CCCCC1
  1	10	2	2	-3	41	39*	1	-1	i
- c1ccc(C(c2ccccc2)c2ccn[nH]2)cc1
  1	-13	2	0	-2	0	5	1	-2	i
- COc1ccc(Cn2c(-c3ccc(OC)cc3)nc3ccccc32)cc1
  -1	x	2	-1	5	15	0	x	0	i
- COc1cc(NC(=S)NC(=O)c2ccccc2F)ccc1NC(=O)c1cccs1
  4	14	9	-1	3	21	-2	-4	-1	i
- COc1cccc(S(=O)(=O)N2CCN(Cc3ccc4c(c3)OCO4)CC2)c1
  7	1	-4	-1	7	22	-2	-1	-3	i
- Fc1ccccc1C1CCN(Cc2nc(COc3ccccc3)no2)C1 (stereo not given)
  2	-1	-3	-2	0	0	x	-4	4	i
- CCOC(=O)c1nnn(-c2nonc2NC(C)=O)c1C
  -3	-15	2	2	3	23	2	-10	-4	i
- COc1cc(/C=N/Nc2ccccc2C(F)(F)F)ccc1O
  3	19	0	2	x	3	3	11	0	i
- O=S(=O)(c1ccccc1)c1cccc(S(=O)(=O)N2CCCCC2)c1
  -4	20	-3	1	1	13	1	-1	5	i
- COc1ccc(/C=C2\CC/C(=C\c3ccc(OC)c(OC)c3)C2=O)cc1OC
  2	63*	-1	10	3	25	1	29	0	i
- CCOC(=O)c1cc(C#N)c(SCC(=O)OC)[nH]c1=O
  2	3	6	3	1	7	0	2	-3	i
- COc1ccc(/C=N/Nc2cc(C)nc(N3CCOCC3)n2)cc1OC
  -14	0	0	-1	x	x	-1	2	-1	i
- CC(C)(C)n1ncc2c(=O)n(CC(=O)NCc3ccc(F)cc3)cnc21
  2	26	16*	1	-5	8	-2	5	-1	i
- Cc1c(OC(C)C(=O)NCCCn2ccnc2)ccc2c3c(c(=O)oc12)CCC3 (stereo not given)
  2	1	-2	2	-3	14	u	4	1	i
- O=C(CCNS(=O)(=O)c1ccccc1C(F)(F)F)NCc1ccc2c(c1)OCO2
  5	-12	4	2	4	19	-2	-10	-2	i
- COc1ccc2c(c1)[nH]c1c(=O)n(CCN(C)C)cnc12
  -2	4	0	-4	-21	13	7	-10	1	i
- N#CCCCC#Cc1ccc2c(c1)COc1c3ccccc3nn1-2
  12	-69	x	1	-2	-61	2	-64*	0	i
- CCOc1cccc2cc(C(=O)NCc3ccccc3Cl)c(=O)oc12
  -5	0	-1	1	0	13	1	0	-1	i
- Cc1nnc(SCC(=O)NCc2ccc(Cl)cc2)[nH]c1=O
  x	32	2	2	-5	14	-5	10	0	i
- COc1ccc(Cl)cc1S(=O)(=O)N1CCC(C(=O)N2CCOCC2)CC1
  -4	2	-3	2	-1	21	2	-2	-3	i
- COc1cccc(/C=C2\Oc3cc(OCC(=O)N4CCCC4)ccc3C2=O)c1OC
  8	21	-2	1	-4	49	6	3	0	i
- O=C(C[n+]1cccc(O)c1)NCc1ccc(Cl)cc1
  7	-1	-2	1	13	2	0	-4	0	i
- CC(C)c1ccc(-c2csc3nc[nH]c(=O)c23)cc1
  -1	6	-3	-1	x	-26	11	2	2	i
- Cn1nc(C(=O)Nc2nnc(C3CC3)s2)c2ccccc2c1=O
  5	0	-3	-1	6	31	-6	-1	-2	i
- COc1ccccc1N(C)S(=O)(=O)c1ccc(C(=O)OCC(=O)N2CCC2)cc1
  -2	-13	-2	0	-4	7	-6	3	1	i
- Cc1ccc(N(CC(=O)Nc2ccc(F)c(Cl)c2)S(=O)(=O)c2c(C)noc2C)cc1
  -4	15	2	0	-47	23	6	3	-3	i
- CCn1c2ccccc2c2cc(NC(=O)CN(C)CC(=O)Nc3ccc(N4CCOCC4)cc3)ccc21
  -4	15	1	1	-4	49	9	1	0	i
- O=C(C1CC(=O)N(c2ccccc2)C1)N1CCN(c2ccccc2)CC1 (stereo not given)
  2	-1	-2	-6	4	19	5	-2	-1	i
- O=C1N[C@H](Cc2ccccc2)C(=O)N[C@H]1Cc1cn(S(=O)(=O)c2ccccc2)c2ccccc12
  3	-4	x	-4	x	12	-1	12	-1	i
- CC(C)Oc1ccc(Cn2c(=O)sc3ccccc32)cc1
  -2	-22	6	-1	0	29	5	0	-2	i
- CN(Cc1ccccc1)C(=O)COc1ccc2ccccc2c1
  -6	37	x	2	x	17	1	3	0	i
- CSc1ccc(CN2CCC(n3nccc3NC(=O)c3ccccc3C)CC2)cc1
  -3	9	-2	2	x	2	u	10	-1	i
- Cc1ccc(C(=O)N2CCN(c3ccccn3)CC2)cc1
  -7	3	-2	1	6	31	-3	0	-1	i

An excerpt from above in order of formula weight, rising:
Below each compound: Platelet DG rel	HSF-1 act	HSP90 refold inh	GSK3beta inhib	DYRK1A inh	AI-2 QS modul	HDAC3 inhib	HSF1 inhib	GSK3 alpha inh	PolyA inhibitor
- Cc1ccc(C(=O)N2CCN(c3ccccn3)CC2)cc1
  -7	3	-2	1	6	31	-3	0	-1	i
- COc1ccc2c(c1)[nH]c1c(=O)n(CCN(C)C)cnc12
  -2	4	0	-4	-21	13	7	-10	1	i
- CC(C)Oc1ccc(Cn2c(=O)sc3ccccc32)cc1
  -2	-22	6	-1	0	29	5	0	-2	i
- Cn1nc(C(=O)Nc2nnc(C3CC3)s2)c2ccccc2c1=O
  5	0	-3	-1	6	31	-6	-1	-2	i
- CCOc1cccc2cc(C(=O)NCc3ccccc3Cl)c(=O)oc12
  -5	0	-1	1	0	13	1	0	-1	i
- COc1ccc(Cl)cc1S(=O)(=O)N1CCC(C(=O)N2CCOCC2)CC1
  -4	2	-3	2	-1	21	2	-2	-3	i
- COc1cccc(/C=C2\Oc3cc(OCC(=O)N4CCCC4)ccc3C2=O)c1OC
  8	21	-2	1	-4	49	6	3	0	i
- COc1ccccc1N(C)S(=O)(=O)c1ccc(C(=O)OCC(=O)N2CCC2)cc1
  -2	-13	-2	0	-4	7	-6	3	1	i
- O=C(CCNS(=O)(=O)c1ccccc1C(F)(F)F)NCc1ccc2c(c1)OCO2
  5	-12	4	2	4	19	-2	-10	-2	i
- Cc1ccc(N(CC(=O)Nc2ccc(F)c(Cl)c2)S(=O)(=O)c2c(C)noc2C)cc1
  -4	15	2	0	-47	23	6	3	-3	i

The list is partial, so the mix of outcomes need not match the whole.
